# FAS-TE inh: inhibitors of human fatty acid synthase thioesterase domain; P49327; actives 0.67% (n = 360,000); recombinant FAS-TE, OMFH fluorogenic substrate, fluorescence endpoint; inhibition, % at 15 µM;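 active = compounds whose normalised, plate-corrected inhibition of enzyme fluorescence in the single-dose primary screen is 50% or more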;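 also: 0% = DMSO with enzyme and 100% = substrate without enzyme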
# Neddylation inh: blocks human cullin neddylation; AID 651699; actives 0.58% (n = 360,000); calls only at 25 µM; P61081+Q13564; TR-FRET cullin neddylation, biochemical; in the data active = inhibition above about 36%
# Tb MetRS inh: Trypanosoma brucei MetRS inhibition | purified T. brucei MetRS, ATP depletion, Kinase-Glo luminescence | inhibition, % at 11.9 µM | actives 0.4% (n = 360,000);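 active = inhibition above a per-plate cutoff of the control wells' mean inhibition plus 3 SD, cut at about 5.5% in these data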;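 also: 0% = DMSO wells median and 100% = median of wells with control inhibitor compound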
#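 Material: parasite MetRS enzyme / Replication: singlicate, one well per compound / Signal: luminescence of leftover ATP / Schedule: 2 h aminoacylation at 25 °C after 15 min preincubation / Medium: HEPES-MgCl2-KCl buffer plus DTT, spermine, BSA, pyrophosphatase / Doses: 11.9 µM single point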
# CSN inh: inhibitors of human CSN-mediated cullin deneddylation. Q92905. Purified CSN, SCF-Nedd8-OG deneddylation, fluorescence polarization. inhibition, % at 12.5 µM. actives 0.38% (n = 360,000). AID 651999;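 active = pattern-corrected inhibition above about 35%, with an unprinted fluorescence ratio check between 0.5 and 1.5, limit read from the data, passing the limit was not always enough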;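 also: 0% = enzyme with substrate and 100% = substrate without enzyme; some results filed as inactive read as strong as hits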
#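 Detection – fluorescence polarization · System – HEK293T-derived human Csn5 enzyme · Controls – substrate-only high control, full reaction low control · Timing – 90 min, room temperature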
# MLLE-PAM2 inh: blocks PAM2 peptide binding to the PABP1 MLLE domain | P11940 | GST-MLLE / FITC-PAM2 fluorescence polarization | inhibition, % at 20 µM | actives 0.36% (n = 360,000); in the data active = inhibition above about 35%, passing the limit was not always enough;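 also: plate controls were DMSO wells with GST-MLLE for no effect and wells lacking GST-MLLE protein for full effect; some results filed as inactive read as strong as hits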
# E coli Lon inh: inhibits E. coli Lon protease. purified E. coli Lon protease, fluorescence polarization. AID 602123. inhibition, % at 7.94 µM. actives 0.42% (n = 360,000); in the data active = inhibition above about 13%, passing the limit was not always enough;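 also: 0% = enzyme with probe and DMSO and 100% = no enzyme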
# MsrA inhibitor: bovine MsrA inhibition. inhibition, % at 15.5 µM. AID 651718. actives 0.75% (n = 360,000). purified bovine MsrA, absorbance read-out; in the data active = inhibition above about 4.5%;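 also: 0% = vehicle wells with enzyme and 100% = reference inhibitor wells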
# Rin1 Abl inh: inhibitors of human Rin1-Abl protein interaction; TR-FRET Rin1/Abl binding, biochemical; inhibition, % at 7.35 µM; actives 0.4% (n = 360,000); AID 588664; in the data active = inhibition above about 5%, passing the limit was not always enough
# MsrA act: activates bovine MsrA enzyme; purified bovine MsrA, absorbance read-out; activation, % at 10.6 µM; actives 0.3% (n = 360,000); AID 602163; in the data active = activation above about 7.5%;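 also: 0% = vehicle and 100% = reference activator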
# The depositor's hits bear a star; i = inactive; . = not tested or not shown; + = active, no number. Outcome played no part in choosing rows. About 4% of those tested had a hit in this group.
# Values in the order: FAS-TE inh	Neddylation inh	Tb MetRS inh	CSN inh	MLLE-PAM2 inh	E coli Lon inh	MsrA inhibitor	Rin1 Abl inh	MsrA act
- Cc1nc2nc(SCC(=O)NCCCN3CCCCCC3)nn2c(C)c1Cc1ccccc1Cl
  -6	i	0.1	0	-26	-5	-0.7	8	-1
- COc1ccc(NC(=O)CN2C(=O)COc3ccc(S(=O)(=O)N4CCCCCC4)cc32)cc1
  18	i	-0.1	3	-2	1	-1.3	1	-1
- O=C(Nc1nnc(S(=O)(=O)N2CCOCC2)s1)c1ccc(Cl)cc1
  -4	i	0.2	-2	-1	-1	0.5	-5	-2
- CCOC(=O)Cc1csc(NC(=O)c2ccc(Cl)nc2)n1
  -7	i	-0.7	6	-43	-13	1.8	-1	-1
- O=C1NC2(CCCCC2)N=C1c1ccccc1
  -5	i	-1.1	-2	-7	9	1.0	1	0
- Cc1ccccc1NC(=O)Cc1nc(COC(=O)C(C)(C)Oc2ccc(Cl)cc2)cs1
  24	i	-0.1	5	1	-5	-0.1	-1	-2
- CC1CN(S(=O)(=O)c2ccc(CN3C(=O)c4cccnc4C3=O)s2)c2ccccc2O1 (centres undefined)
  10	i	-0.5	-6	5	0	0.0	2	-1
- CC(C)[C@@H](C(=O)NC1CC1)N1C(=O)N2CCc3c([nH]c4ccccc34)[C@@]2(C)C1=O
  1	i	-0.9	1	7	2	1.0	3	-1
- NC(=O)c1cc[n+](Cc2ccc([N+](=O)[O-])cc2)cc1
  -7	i	-0.4	0	10	-1	0.1	1	-3
- COc1ccc(N2CCN(C(CNC(=O)C(C)(C)C)c3ccco3)CC2)cc1 (centres undefined)
  -3	i	0.1	2	1	0	0.3	1	-2
- CCCCNC(=O)Nc1ccccc1C(=O)NCc1ccco1
  -9	i	-1.4	-5	3	-4	-0.2	1	-8
- CCOc1ncccc1C(=O)Nc1ccc(Cl)c(S(=O)(=O)N2CCCC2)c1
  17	i	-1.1	0	-1	3	0.9	-5	-9
- O=C(COC(=O)C1COc2ccccc2O1)Nc1ccccc1OC(F)F (centres undefined)
  -4	i	-0.1	-4	-7	6	0.2	2	-3
- CC(=O)c1ccc(NC(=O)/C(C#N)=C/c2ccncc2)cc1
  -7	i	-0.3	3	-21	-12	1.1	-2	-4
- CC1(C)COC(Cc2ccccc2)=N1
  -5	i	0.0	-1	10	-5	0.7	1	-2
- O=C1CC(C(=O)Nc2ccccc2C(=O)O)C(c2ccccc2)O1 (centres undefined)
  -8	i	-1.0	1	6	19*	-1.3	2	0
- COc1ccccc1CNCCS(=O)(=O)NCc1ccccc1OC
  -3	i	-0.7	-5	8	-10	0.1	1	6
- Cc1ccc(C(=O)N/C(=C\c2ccco2)C(=O)N2CCSCC2)cc1C
  -4	i	-1.0	5	12	-3	1.8	0	-4
- CC(C)(O)C(=O)NN(C(=O)c1ccccc1)c1ccc2ccccc2c1
  -4	i	-0.1	8	-3	2	.	-1	-4
- O=c1cc(-c2ccncc2)oc2ccccc12
  -10	i	-1.5	-2	8	-8	0.8	-3	-11
- O=C1c2cccc3cccc(c23)C(=O)N1CC1CCN(CC(O)COc2ccc3ccccc3c2)CC1 (centres undefined)
  -19	i	1.8	2	8	-1	1.0	-13	-1
- CC(C)(C)c1ccc(S(=O)(=O)NCC(=O)N2CCCC2)cc1
  0	i	-0.7	0	12	1	0.2	-1	-5
- Cc1cc(C)c(C)c(OCCCn2ccnc2)c1
  -10	i	0.4	-7	3	-7	1.2	5	2
- COCCNC(=O)c1cnn2c(C(F)F)cc(-c3ccccc3)nc12
  -4	+	-0.9	3	-12	-4	0.8	3	-10
- Cc1ccc2nc(N/C(=N/S(=O)(=O)c3ccc(F)cc3F)c3ccccc3)sc2c1
  3	i	0.7	0	15	7	1.4	1	-5
- COc1ccccc1Cn1c(-c2ccco2)nc2nc3ccccc3nc21
  -3	i	-0.3	15	-33	-28	1.5	-2	-2
- C=CCN1CCN(C(c2ccccc2OC)c2nnnn2C(C)(C)C)CC1 (centres undefined)
  -2	i	-0.6	-6	-5	-5	-1.2	5	0
- COc1ccc(-c2nnn(CC(=O)N(Cc3ccccc3Cl)C(C(=O)NCC3CCCO3)c3ccco3)n2)cc1OC (centres undefined)
  15	i	-1.5	-3	1	6	0.3	6	-11
- CCOCCCNC(=O)C(NC(=O)c1ccc(=O)[nH]c1)c1ccccc1 (centres undefined)
  -3	i	-1.4	-4	5	-11	2.1	0	-10
- Cc1ccn2c(CNC(C)CCn3cccn3)c(C(=O)N3CCCCCC3)nc2c1 (centres undefined)
  -4	i	-0.3	0	-12	-4	-0.4	2	-5

# Structures listed so far marked active in E coli Lon inh.
structure	Neddylation inh	Tb MetRS inh	CSN inh	MLLE-PAM2 inh	E coli Lon inh	MsrA inhibitor	Rin1 Abl inh	MsrA act
O=C1CC(C(=O)Nc2ccccc2C(=O)O)C(c2ccccc2)O1 (centres undefined)	i	-1.0	1	6	19*	-1.3	2	0

# Quoted at random: six compounds from above, in no set order.
# Values in the order: FAS-TE inh	Neddylation inh	Tb MetRS inh	CSN inh	MLLE-PAM2 inh	E coli Lon inh	MsrA inhibitor	Rin1 Abl inh	MsrA act
- O=C1CC(C(=O)Nc2ccccc2C(=O)O)C(c2ccccc2)O1 (centres undefined)
  -8	i	-1.0	1	6	19*	-1.3	2	0
- Cc1ccc(C(=O)N/C(=C\c2ccco2)C(=O)N2CCSCC2)cc1C
  -4	i	-1.0	5	12	-3	1.8	0	-4
- COc1ccc(NC(=O)CN2C(=O)COc3ccc(S(=O)(=O)N4CCCCCC4)cc32)cc1
  18	i	-0.1	3	-2	1	-1.3	1	-1
- CC(=O)c1ccc(NC(=O)/C(C#N)=C/c2ccncc2)cc1
  -7	i	-0.3	3	-21	-12	1.1	-2	-4
- CCOc1ncccc1C(=O)Nc1ccc(Cl)c(S(=O)(=O)N2CCCC2)c1
  17	i	-1.1	0	-1	3	0.9	-5	-9
- COc1ccccc1CNCCS(=O)(=O)NCc1ccccc1OC
  -3	i	-0.7	-5	8	-10	0.1	1	6

# (next part)
# Values in the order: FAS-TE inh	Neddylation inh	Tb MetRS inh	CSN inh	MLLE-PAM2 inh	E coli Lon inh	MsrA inhibitor	Rin1 Abl inh	MsrA act
- COc1ccccc1-c1nnc(SCC(=O)Nc2ccc(N3CCOCC3)cc2)n1N
  -5	i	-0.2	2	11	0	0.1	0	-1
- CC(=O)OC1CC(C)(C)N(OC(=O)c2ccccc2)C(C)(C)C1
  -6	i	-1.6	8	-16	15*	-1.6	-4	-14
- Cc1nc2ncnn2c(N2CCCC(C(=O)Nc3ccccc3Br)C2)c1C (centres undefined)
  -6	i	-0.2	1	10	5	0.1	-6	-3
- O=C(C[C@H]1CC[C@H]2[C@@H](COC[C@@H](O)CN2S(=O)(=O)c2ccc(F)cc2)O1)N[C@@H]1CCN(Cc2ccccc2)C1
  .	i	-0.5	1	.	.	-0.2	.	.
- CN(C(=O)c1ccncc1)C1CCCCC1
  -9	i	-0.5	-1	5	-1	0.1	-3	-10
- C=CCn1c(SC(C)C#N)nc2sc(CC)cc2c1=O (centres undefined)
  2	i	-0.8	3	-3	-3	-0.2	0	-1
- COCCNC(=O)CCC(=O)NNc1nc2ccccc2c2nc(-c3ccccc3)nn12
  -1	i	-0.5	-2	7	-12	0.6	1	-4
- COc1ccc(-n2nnnc2/C(=C/N(C)C)C(=O)c2ccccc2)cc1
  -4	i	0.3	100	3	-1	2.0	0	0
- Cc1cc(NC(=O)c2sc(Nc3ccc(F)cc3)nc2N)no1
  0	i	0.5	8	-11	1	0.7	1	-5
- O=C(NC1CCCCCCC1)c1cccc(Cl)c1
  6	i	0.4	2	-27	3	1.3	2	-3
- Nc1cccc(-c2cccc3nncn23)c1
  -2	i	0.5	3	-17	-8	-0.3	-4	-1
- CCO/C=C1\C(=O)N(CC)c2ccccc21
  -2	i	0.0	0	16	0	2.1	3	-1
- Cc1cc(NC(=O)c2ccno2)no1
  -1	i	-0.6	2	-10	-4	-0.9	0	-5
- CC(=O)N1CC[n+]2c(-c3ccc(Cl)cc3)csc21
  -140	i	-0.5	-2	13	5	0.3	2	-2
- COc1ccccc1Nc1nnc(SCC(=O)c2cc(C)n(CC3CCCO3)c2C)s1 (centres undefined)
  6	i	-0.9	-3	-37	0	0.5	1	-5
- C[C@H](CO)N1C[C@H](C)[C@@H](CN(C)S(=O)(=O)c2ccccc2)Oc2ccc(NC(=O)Nc3ccccc3)cc2C1=O
  6	i	7.2*	-3	-6	-11	-0.9	2	-6
- COc1ccc(C(=O)NNC(=O)c2ccccc2[N+](=O)[O-])cc1
  -9	i	-0.3	-12	19	7	-0.1	-1	-5
- CC1=Nc2ccccc2N=C(N)C1c1ccccc1 (centres undefined)
  -7	i	-3.3	3	22	-7	-0.7	-5	-11
- O=S1(=O)N=C(SCCO)c2ccccc21
  -4	i	-1.5	0	21	7	-1.7	-1	-5
- COCCCNC(=O)c1ccc2c(=O)n(Cc3ccc(OC)cc3)c(=O)[nH]c2c1
  -5	i	-0.6	3	-9	-3	-0.7	-3	-1
- CCOC(=O)C1(Cc2ccccc2C)CCCN(C(=O)c2ccoc2)C1 (centres undefined)
  -5	i	-0.7	-2	4	11	0.2	-2	-7
- COc1ccc(N(Cc2ccco2)C(=O)c2ccccc2F)cc1OC
  1	i	0.8	4	-6	-12	-0.6	1	-9
- Cc1cccc(N2CCN(C(=O)c3ccc4nc(N5CCCCC5)sc4c3)CC2)c1C
  27	i	0.2	-1	2	1	-0.5	0	-4
- Cn1nccc1C(=O)c1ccc(Cl)cc1
  -9	i	-1.1	4	-4	-1	3.1	1	-8
- CCN1CNC(=S)N(Cc2ccccc2)C1
  -12	i	-0.4	-4	-56	-3	-0.8	0	2
- CCOC(=O)N1CCN(C(=O)COC(=O)C2CCN(S(=O)(=O)c3c(Cl)cccc3Cl)CC2)CC1
  -4	i	-0.5	4	-8	1	0.3	0	-3
- COc1cccc(C(C(=O)NC2CCCC2)N(C(=O)c2ccco2)c2ccccc2)c1OC (centres undefined)
  3	i	-1.3	-1	10	11	-0.6	0	-10
- Cc1[nH]c2ccccc2c1CCNC(=O)CCC(=O)c1ccccc1
  -5	i	-0.8	-10	6	-3	-0.8	-1	0
- Cc1cc(C(=O)CN2C(=O)NC3(CCCc4sccc43)C2=O)c(C)n1-c1ccc(Cl)cc1 (centres undefined)
  14	i	4.0	0	4	6	-1.0	2	-2
- Cn1c(SCC(=O)NC(=O)NCc2ccco2)nnc1C(F)(F)F
  4	i	-1.3	4	-9	-5	2.9	0	2

# Four successive entries out of the list so far, for reference:
# Values in the order: FAS-TE inh	Neddylation inh	Tb MetRS inh	CSN inh	MLLE-PAM2 inh	E coli Lon inh	MsrA inhibitor	Rin1 Abl inh	MsrA act
- Cc1nc2nc(SCC(=O)NCCCN3CCCCCC3)nn2c(C)c1Cc1ccccc1Cl
  -6	i	0.1	0	-26	-5	-0.7	8	-1
- COc1ccc(NC(=O)CN2C(=O)COc3ccc(S(=O)(=O)N4CCCCCC4)cc32)cc1
  18	i	-0.1	3	-2	1	-1.3	1	-1
- O=C(Nc1nnc(S(=O)(=O)N2CCOCC2)s1)c1ccc(Cl)cc1
  -4	i	0.2	-2	-1	-1	0.5	-5	-2
- CCOC(=O)Cc1csc(NC(=O)c2ccc(Cl)nc2)n1
  -7	i	-0.7	6	-43	-13	1.8	-1	-1
